Mtb BioA inh: M. tuberculosis BioA enzyme inhibitors, primary screen, biochemical, plate reader, single point, HTS; AID 602481, 2012; 360,000 compounds, 0.096% hits; inhibition, % at 9.99 µM; 7,8-diaminopelargonic acid synthase BioA (Mycobacterium tuberculosis); purified M. tuberculosis BioA enzyme; in the data active = inhibition above about 40%
* marks the source's active call; other numbers are inactive results. Some of the compounds tested. The share of hits here may be higher or lower than overall.

SMILES	Mtb BioA inh
O=C(C[C@@H]1CC[C@H]2[C@@H](COC[C@H](O)CN2Cc2nccs2)O1)NCc1ccccc1Cl	0.8
CN(C[C@H]1N[C@H](CO)[C@H]1c1ccc(C2=CCCC2)cc1)S(C)(=O)=O	2.6
COC(=O)[C@H]1[C@H](CO)[C@H]2Cn3c(ccc(-c4ccccc4F)c3=O)[C@H]2N1CC1CCOCC1	1.0
C[C@@H]1CCCCO[C@@H](CN(C)C(=O)Nc2ccc3c(c2)OCO3)[C@@H](C)CN([C@H](C)CO)C(=O)c2cc(NC(=O)C3CCCCC3)ccc2O1	-3.8
C[C@H]1CN([C@@H](C)CO)C(=O)c2cc(C3=CCCCC3)cnc2O[C@H]1CN(C)CC1CCOCC1	-1.7
COC(=O)C[C@@H]1CC[C@@H](NC(=O)c2ccccc2)[C@@H](CO)O1	3.8
COCC(=O)Nc1ccc2c(c1)[C@@H]1C[C@@H](CC(=O)NCc3ccncc3)O[C@H](CO)[C@@H]1O2	-0.8
C[C@H](CO)N1C[C@H](C)[C@@H](CN(C)Cc2ccccc2)Oc2c(NC(=O)Nc3ccc(C(F)(F)F)cc3)cccc2C1=O	3.4
COCC#Cc1ccc2c(c1)O[C@@H](CN(C)Cc1ccccc1)[C@H](C)CN([C@@H](C)CO)S2(=O)=O	-0.7
COc1ccccc1-c1cnc2c(c1)C(=O)N([C@@H](C)CO)C[C@@H](C)[C@@H](CN(C)C(=O)c1ccccc1)O2	-1.8
Cc1cc(C(=O)Nc2cccc3c2O[C@H](CN(C)Cc2ccc4c(c2)OCO4)[C@H](C)CN([C@H](C)CO)C3=O)n(C)n1	0.7
COCC(=O)Nc1ccc2c(c1)[C@@H]1C[C@H](CC(=O)NCc3ccccn3)O[C@H](CO)[C@@H]1O2	0.5
CCC(=O)N1[C@@H]2c3ccc(-c4ccccc4)c(=O)n3C[C@H]1[C@H](CO)[C@H]2C(=O)N(C)C	-0.4
C[C@@H]1CCCCO[C@@H](CN(C)S(=O)(=O)c2ccc(Cl)cc2)[C@@H](C)CN([C@H](C)CO)C(=O)c2cc(NS(=O)(=O)c3cccs3)ccc2O1	-2.6
Cc1ccc(S(=O)(=O)N(C)C[C@@H]2Oc3ccc(NC(=O)Cc4ccccc4)cc3CC(=O)N([C@@H](C)CO)C[C@H]2C)cc1	-3.2
CNC[C@H]1Oc2ccc(NC(=O)Cc3cn(C)c4ccccc34)cc2CC(=O)N([C@H](C)CO)C[C@H]1C	-1.1
Cc1noc(C)c1S(=O)(=O)Nc1ccc2c(c1)CC(=O)N([C@@H](C)CO)C[C@H](C)[C@@H](CN(C)Cc1ccc(Oc3ccccc3)cc1)O2	-0.7
Cc1cc(C(=O)Nc2cccc3c2O[C@@H](CN(C)Cc2ccccc2)[C@@H](C)CN([C@H](C)CO)C3=O)n(C)n1	-2.1
C[C@H]1CN([C@@H](C)CO)C(=O)c2cc(NS(C)(=O)=O)ccc2O[C@@H]1CN(C)S(C)(=O)=O	-0.7
COc1ccc(NC(=O)N(C)C[C@H]2OCCCC[C@H](C)Oc3ccc(NC(=O)CCCN(C)C)cc3C(=O)N([C@H](C)CO)C[C@@H]2C)cc1	0.1
Cc1ccc(S(=O)(=O)N(C)C[C@H]2OCCCC[C@@H](C)Oc3ccc(NC(=O)Nc4ccc(F)cc4)cc3C(=O)N([C@@H](C)CO)C[C@H]2C)cc1	-2.9
CCCN1C[C@@H](C)[C@@H](OC)CN(C)C(=O)c2ccc(NS(C)(=O)=O)cc2OC[C@@H]1C	-1.7
C[C@@H]1CN([C@H](C)CO)C(=O)c2cc(-c3cncnc3)cnc2O[C@@H]1CN(C)C(=O)CN1CCOCC1	-1.9
CC(=O)NC[C@H]1[C@H](c2ccc(-c3ccccc3)cc2)[C@@H](CO)N1C(=O)C1CCC1	3.4
CN1[C@@H]2c3ccc(-c4ccccc4)c(=O)n3C[C@@H]2[C@@H](CO)[C@@H]1C(=O)NCCc1ccccc1	1.4
CC(C)C(=O)Nc1ccc2c(c1)C(=O)N(C)[C@H]1CC[C@@H](CC(=O)NCc3ccccc3F)O[C@@H]1CO2	-0.1
O=C(C[C@@H]1C=C[C@H](NC(=O)NC2CCCC2)[C@@H](CO)O1)NCc1ccc(F)cc1	-2.6
Cc1ccc(S(=O)(=O)N(C)C[C@H]2Oc3ccc(NC(=O)CCCN(C)C)cc3C(=O)N([C@@H](C)CO)C[C@H]2C)cc1	-2.0
COCC#Cc1ccc2c(c1)O[C@H](CN(C)S(=O)(=O)c1cccc(OC)c1)[C@H](C)CN([C@H](C)CO)S2(=O)=O	-2.2
COCC(=O)N(C)C[C@H]1Oc2cc(C#CC(C)C)ccc2S(=O)(=O)N([C@@H](C)CO)C[C@@H]1C	1.8
C[C@@H]1CN([C@H](C)CO)C(=O)c2cc(NC(=O)c3ccncc3)ccc2O[C@H]1CN(C)S(=O)(=O)c1ccc(Cl)cc1	0.5
C[C@H]1CN([C@@H](C)CO)C(=O)c2cccc(NC(=O)C3CC3)c2O[C@H]1CN(C)S(=O)(=O)c1ccc(Cl)cc1	-1.5
CN(C)c1ccc2c(c1)[C@H]1C[C@H](CC(=O)NCc3ccccc3)O[C@@H](CO)[C@H]1O2	-2.3
CCCC#Cc1ccc2c(c1)O[C@H](CN(C)C(=O)C1CCCCC1)[C@H](C)CN([C@@H](C)CO)S2(=O)=O	0.1
C[C@@H]1CN([C@H](C)CO)C(=O)c2cccc(NC(=O)c3cnccn3)c2O[C@@H]1CN(C)C(=O)Nc1ccc(C(F)(F)F)cc1	-3.3
Cc1cccc(S(=O)(=O)N2C[C@@H](O)COC[C@H]3O[C@@H](CC(=O)NCCCN4CCOCC4)CC[C@@H]32)c1	-4.9
O=C(C[C@H]1C[C@H]2c3cc(NC(=O)C4CCOCC4)ccc3O[C@H]2[C@H](CO)O1)NCc1cccnc1	-1.0
CC(=O)N1[C@@H]2c3ccc(-c4ccccc4F)c(=O)n3C[C@H]1[C@H](CO)[C@H]2C(=O)NC1CCC1	-0.7
C[C@@H]1CN([C@@H](C)CO)S(=O)(=O)c2ccc(-c3cncnc3)cc2O[C@H]1CN(C)C(=O)Cc1ccncc1	-1.9
C[C@@H]1CN([C@@H](C)CO)S(=O)(=O)c2ccc(/C=C/c3ccccc3)cc2O[C@@H]1CN(C)C(=O)NC1CCCCC1	0.8
COCc1cn(CC[C@H]2CC[C@H](NC(=O)Nc3ccc(C(F)(F)F)cc3)[C@H](CO)O2)nn1	-1.9
CCCN1C[C@@H](C)[C@H](OC)CN(C)C(=O)c2ccc(NC(=O)c3cnccn3)cc2OC[C@@H]1C	0.5
COc1ccc(S(=O)(=O)N(C)C[C@@H]2Oc3cc(C#CC4CCCCC4)ccc3S(=O)(=O)N([C@@H](C)CO)C[C@H]2C)cc1	-3.1
C[C@H](O)C#Cc1ccc([C@H]2[C@H](CO)N3CCCCN(C(=O)c4cccc(F)c4)C[C@@H]23)cc1	1.9
C[C@H](CO)N1C[C@H](C)[C@H](CN(C)S(=O)(=O)c2ccc(Cl)cc2)Oc2ccc(NC(=O)CCN3CCOCC3)cc2C1=O	-0.5
CO[C@H]1CN(C)C(=O)c2ccc(NC(=O)c3ccc4c(c3)OCO4)cc2OC[C@H](C)N(CC2CC2)C[C@H]1C	0.1
C[C@@H]1CCCCO[C@@H](CN(C)S(=O)(=O)c2cccs2)[C@@H](C)CN([C@H](C)CO)C(=O)c2cc(NC(=O)Nc3ccc4c(c3)OCO4)ccc2O1	-1.8
CCCNC(=O)[C@@H]1[C@@H](CO)[C@@H]2Cn3c(ccc(-c4cccc(F)c4)c3=O)[C@@H]2N1C(C)=O	0.4
COc1ccc(S(=O)(=O)Nc2ccc3c(c2)C(=O)N([C@@H](C)CO)C[C@H](C)[C@@H](CN(C)CC2CC2)OCCCC[C@H](C)O3)cc1	-0.3
Cc1ccc(S(=O)(=O)N(C)C[C@H]2Oc3ccc(NC(=O)c4ccncc4)cc3C(=O)N([C@H](C)CO)C[C@@H]2C)cc1	-0.7
Going on with the list.
SMILES	Mtb BioA inh
CC(C)NC(=O)Nc1ccc2c(c1)C(=O)N([C@@H](C)CO)C[C@@H](C)[C@@H](CN(C)Cc1ccccc1)O2	-1.0
CC(C)C#Cc1ccc2c(c1)O[C@@H](CN(C)CC1CCOCC1)[C@H](C)CN([C@@H](C)CO)S2(=O)=O	-0.5
C[C@@H]1CN([C@@H](C)CO)C(=O)c2cccc(NC(=O)c3ccc(-c4nccs4)cc3)c2O[C@@H]1CN(C)C(=O)Nc1ccc(C(F)(F)F)cc1	-1.5
C[C@@H]1CN([C@H](C)CO)C(=O)c2cc(C#CCN(C)C)cnc2O[C@@H]1CN(C)C(=O)NC1CCCCC1	-0.4
C[C@H](CO)N1C[C@H](C)[C@@H](CN(C)C(=O)c2ccccc2)OCCCC[C@H](C)Oc2ccc(NC(=O)Cc3ccccc3)cc2C1=O	1.7
O=C(C[C@H]1CC[C@H]2[C@@H](COC[C@H](O)CN2Cc2cc(F)cc(F)c2)O1)Nc1nccs1	-1.8
COc1ccc(C#Cc2ccc3c(c2)O[C@H](CN(C)C(=O)c2ccccn2)[C@@H](C)CN([C@H](C)CO)S3(=O)=O)cc1	-3.3
COc1ccccc1CNC(=O)C[C@@H]1C[C@H]2c3cc(NC(=O)CC4CC4)ccc3O[C@H]2[C@H](CO)O1	2.1
C[C@@H]1CN([C@@H](C)CO)C(=O)c2cc(NC(=O)CCCN(C)C)ccc2O[C@@H](C)CCCCO[C@@H]1CN(C)S(=O)(=O)c1ccc(F)cc1	0.2
O=C(N[C@H]1CC[C@@H](CC(=O)N2CCCCC2)O[C@H]1CO)c1cccc(F)c1	4.0
O=C(Cc1ccncc1)NCC[C@@H]1CC[C@H](NC(=O)Nc2ccc(Cl)cc2)[C@H](CO)O1	2.4
C[C@H](CO)N1C[C@H](C)[C@H](CN(C)S(C)(=O)=O)Oc2c(NS(=O)(=O)c3cccs3)cccc2C1=O	0.0
OC[C@@H]1[C@@H](c2ccc(-c3ccc(F)cc3)cc2)[C@H]2CN(Cc3cccnc3)CCCCN12	-1.2
C[C@@H]1CN([C@H](C)CO)C(=O)c2cc(NC(=O)C3CCCCC3)ccc2O[C@@H](C)CCCCO[C@@H]1CN(C)Cc1ccc2c(c1)OCO2	-0.2
O=C(C[C@H]1CC[C@H]2[C@@H](COC[C@H](O)CN2Cc2ccc(Oc3ccccc3)cc2)O1)N1CCc2ccccc2C1	1.6
COc1cccc(S(=O)(=O)N(C)C[C@H]2Oc3ncc(C#CCC(C)C)cc3C(=O)N([C@@H](C)CO)C[C@H]2C)c1	2.0
Cc1ccc(S(=O)(=O)N(C)C[C@H]2OCc3ccccc3-c3ccccc3C(=O)N([C@H](C)CO)C[C@H]2C)cc1	-0.1
CO[C@H]1CN(C)C(=O)c2ccc(NC(=O)Nc3cc(F)ccc3F)cc2OC[C@@H](C)N(C(=O)c2ccccn2)C[C@H]1C	-1.7
C[C@@H]1CN([C@@H](C)CO)C(=O)c2cc(C#CCN(C)C)cnc2O[C@@H]1CN(C)Cc1cccc(F)c1	2.1
C[C@H](CO)N1C[C@H](C)[C@@H](CN(C)C(=O)Nc2ccc3c(c2)OCO3)Oc2c(NC(=O)c3nc4ccccc4s3)cccc2C1=O	-2.4
CO[C@@H]1CN(C)C(=O)c2cc(NC(=O)c3ccc(-c4ccccc4)cc3)ccc2OC[C@H](C)NC[C@@H]1C	-0.7
CCCNC(=O)N1[C@@H](C#N)[C@H](c2ccc(-c3ccc(C(=O)N(C)C)cc3)cc2)[C@@H]1CO	-3.0
CCCNC(=O)N1C[C@H]2[C@@H](c3ccccc31)[C@H](CO)N2C(=O)c1ccccc1	-2.4
C[C@@H]1CN([C@@H](C)CO)C(=O)c2cc(NC(=O)CCC(F)(F)F)ccc2O[C@@H](C)CCCCO[C@H]1CN(C)C(=O)Nc1ccccc1	1.2
C/C=C/c1ccc2c(c1)O[C@H](CN(C)S(=O)(=O)c1ccccc1OC)[C@@H](C)CN([C@H](C)CO)S2(=O)=O	1.4
O=C(C[C@H]1CC[C@@H]2[C@H](COC[C@H](O)CN2Cc2nccs2)O1)N1CCC(Cc2ccccc2)CC1	-0.9
CN1C(=O)c2cc(NS(C)(=O)=O)ccc2OC[C@H]2O[C@@H](CC(=O)Nc3cccc(F)c3)CC[C@@H]21	2.0
C[C@H](CO)N1C[C@H](C)[C@H](CN(C)S(C)(=O)=O)Oc2cc(-c3ccccc3F)ccc2S1(=O)=O	2.9
C[C@@H]1CN([C@H](C)CO)C(=O)c2ccccc2-c2ccccc2CO[C@@H]1CN(C)Cc1cccc(C(=O)O)c1	-1.6

Source: PubChem (Broad Institute)
